# Cneo AK release: Cryptococcus neoformans cell lysis inducers, primary screen, AK release luminescence, single concentration; actives 0.2% (n = 360,000); lysis activity, % at 15 µM; C. neoformans lysis, adenylate kinase release luminescence, 4 h; normalised: neutral wells 0, clomiphene wells 100;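 active = mean lysis activity across replicates of at least 80%, whatever share of replicates individually reach that level; inactive = mean lysis activity below 80%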
#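 read-out = cell lysis signal | test system = log-phase Cryptococcus neoformans yeast cells | input = cells at 5 × 10^6 per mL | medium = fresh YPD growth medium | signal = luminescent adenylate kinase detection reagent | timing = 4 h at 37 °C static, read 1 h later | dosing = single dose | controls = Clomiphene as positive lysis control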
# PglD DTNB: C. jejuni PglD acetyltransferase inhibitors, primary screen, biochemical, DTNB colorimetric, single point; UDP-N-acetylbacillosamine N-acetyltransferase PglD (Campylobacter jejuni); purified PglD enzyme, DTNB colorimetric CoA detection; inhibition, % at 12.5 µM; actives 0.098% (n = 360,000); AID 602405, 2012; in the data active = inhibition above about 16%, passing the limit was not always enough; note: strong numbers were not always called active
# RAD54 branch: inhibitors of human RAD54 branch migration, primary screen, biochemical, fluorescence, single point | DNA repair and recombination protein RAD54-like (Homo sapiens), Q92698 | actives 0.14% (n = 360,000) | inhibition, % at 10.4 µM | RAD54 Holliday junction branch migration, FAM/BHQ fluorescence;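 active = mean normalized replicate activity at least 40 and at least half of replicates scoring 40 or more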;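 note: 0% = median of neutral control wells and 100% = median of positive control wells; inhibitors cause a drop in the FAM fluorescence signal; in these data hits start at about 50%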
# Target sequence (Q92698 whole entry, looked up): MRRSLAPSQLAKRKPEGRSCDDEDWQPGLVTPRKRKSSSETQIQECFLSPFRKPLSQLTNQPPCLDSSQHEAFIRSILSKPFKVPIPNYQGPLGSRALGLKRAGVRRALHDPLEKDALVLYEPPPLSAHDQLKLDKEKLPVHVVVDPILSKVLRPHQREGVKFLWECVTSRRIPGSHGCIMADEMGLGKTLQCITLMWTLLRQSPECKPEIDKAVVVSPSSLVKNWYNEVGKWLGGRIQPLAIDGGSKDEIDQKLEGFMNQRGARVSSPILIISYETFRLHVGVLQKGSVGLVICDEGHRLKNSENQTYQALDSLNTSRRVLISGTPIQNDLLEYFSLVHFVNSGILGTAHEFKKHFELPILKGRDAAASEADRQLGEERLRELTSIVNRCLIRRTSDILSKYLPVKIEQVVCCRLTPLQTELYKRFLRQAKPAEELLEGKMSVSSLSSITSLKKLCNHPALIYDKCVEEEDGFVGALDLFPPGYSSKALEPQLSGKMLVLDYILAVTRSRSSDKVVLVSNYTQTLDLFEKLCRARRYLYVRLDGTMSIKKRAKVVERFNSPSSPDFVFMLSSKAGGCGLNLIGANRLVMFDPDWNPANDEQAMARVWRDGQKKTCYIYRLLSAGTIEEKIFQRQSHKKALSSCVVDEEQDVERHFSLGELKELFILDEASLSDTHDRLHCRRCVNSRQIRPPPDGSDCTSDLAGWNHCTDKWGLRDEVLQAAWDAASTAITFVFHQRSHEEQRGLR
# Active calls of the source: *. Only part of the results is shown (hit frequency here may not be typical).
molecule,Cneo AK release,PglD DTNB,RAD54 branch
CC1CCN(CCCNC(=O)c2coc3nc4ccccc4nc23)CC1,2.6,-5.8,34.3
Cc1nn(Cc2ccccc2)c2c1C(c1cccc(Cl)c1)C(C#N)=C(N)O2 (stereo not drawn),3.4,-6.9,7.6
O=C(COc1ccc(Br)cc1)c1ccc2c(c1)CCCC2,-0.8,2.8,-5.5
O=C(Nc1nc(-c2ccccc2)cs1)C1c2ccccc2Oc2ccccc21,-4.4,3.8,-6.3
CC1CN(S(=O)(=O)c2cccc(C(=O)OCC(=O)c3cccs3)c2)CC(C)O1 (stereo not drawn),-5.0,0.1,11.8
CCOc1cc(/C=N/n2cnnc2)ccc1OC(=O)c1cccc([N+](=O)[O-])c1,-0.2,-0.4,-7.6
Cc1nn(Cc2ccccc2)c2c1C(c1cccnc1)C(C#N)=C(N)O2 (stereo not drawn),1.3,0.9,8.6
CCN(CC)CCN1C(=O)C(=O)/C(=C(/O)c2c(C)[nH]c(C(=O)OC)c2C)C1c1ccccc1OC (stereo not drawn),2.5,-2.6,-3.0
C=CCn1c(SCC(=O)Nc2sccc2C(N)=O)nc2ccccc2c1=O,-0.8,-4.3,2.7
O=C(CCn1cccc1)Nc1cccc(F)c1,-0.2,-8.6,4.6
CN(C)Cc1nc2c(c(=O)[nH]1)C(C)(C)Cc1ccccc1-2,5.4,0.2,-5.7
COC(=O)C(C)C1Sc2ccccc2NC1=O (stereo not drawn),0.5,6.5,2.2
O=C(Cn1cnc2c(cnn2-c2ccccc2)c1=O)NCCc1ccccc1,4.2,2.9,6.1
O=C(Nc1cc(Cl)cc(Cl)c1)c1ccc(Cn2c(=O)[nH]c3ccsc3c2=O)cc1,-1.1,-4.9,-0.6
CCCC(=O)NC(c1ccccc1Cl)c1c(O)ccc2ccccc12 (stereo not drawn),-2.9,6.7,-1.4
O=C(OCC(=O)N1CCN(C(=O)c2ccco2)CC1)c1cn(-c2ccccc2)nc1-c1ccccc1,-2.0,8.5,-2.6
O=C(NCc1ccco1)C1CC(=O)N(c2ccc(F)cc2)C1 (stereo not drawn),0.9,-1.3,3.8
C=CCN1CC2CC3(COc4cc(C)cc(C)c4)C=CC2(O3)C1=O (stereo not drawn),0.2,1.5,-2.2
O=C(NCc1ccc(F)cc1)c1c(O)c2cccc3c2n(c1=O)CCC3,0.9,-1.7,4.0
CCS(=O)(=O)c1ccc2oc(Nc3ccccc3C)nc2c1,3.2,-3.2,5.3

# (listing goes on)
molecule,Cneo AK release,PglD DTNB,RAD54 branch
O=C(O/N=C1/CCSc2ccccc21)c1ccccc1,-6.4,-4.5,4.4
CC(=O)n1nc(-c2ccco2)nc1N,3.3,0.9,-2.7
Cc1nn(C)c(C)c1/C=N/O,5.9,1.1,-0.3
c1ccc(Cc2nn[nH]n2)cc1,0.7,-1.7,2.2
O=c1c2sc3nc(N4CCOCC4)c4c(c3c2nnn1Cc1ccccc1)CCCC4,-0.8,6.6,1.9
COC(=O)C1=C2SC(C)C(=O)N2C(N)=C(C#N)C1c1cc(OC)c(OC)c(OC)c1 (stereo not drawn),0.5,4.4,7.1
O=C(CCCn1ncn2c(cc3occc32)c1=O)N1CCc2ccccc2C1,-5.9,-6.2,5.9
CCOc1ccccc1CN(CCc1ccc2c(c1)OCO2)Cc1ccccn1,-8.8,4.2,-4.9
Cc1cc(C)n(-c2c(F)c(F)c(COC(=O)c3ccccc3)c(F)c2F)n1,-1.0,-1.8,7.5
O=C1Nc2cc3c(cc2Sc2ccccc21)OCCO3,-2.3,0.6,0.3
COC(=O)c1sc(NC(=O)CSc2nnnn2-c2ccc(C)cc2C)nc1C,-3.2,-0.9,-2.6
CCSC1(SCC)N=C(N)C2(C#N)C(c3ccccc3)NC(C)=C(C)C12C#N (stereo not drawn),5.5,2.6,9.3
C#CCn1c(=NC(=O)CN2C(=O)CCC2=O)sc2cc(S(N)(=O)=O)ccc21,0.4,-0.9,-2.6
O=C(/C=C/c1ccccc1)c1cc(Br)ccc(=O)c1O,1.8,-1.2,-15.3
CCOC(=O)c1[nH]c(C)c(C(=O)NCCC2=CCCCC2)c1C,0.1,-4.4,-0.9
C#CCSc1nc(-c2cccs2)ccc1C#N,10.0,-1.5,5.5
CCc1nc2ccccc2c(C(=O)OCC(=O)NCc2ccco2)c1C,-7.3,0.7,-3.3
CCN(CC)c1ccc(/C=N/Nc2nc3ccccc3[nH]2)c(O)c1,0.5,0.6,11.6
S=c1[nH]nc(CSc2nc3ccccc3s2)o1,-1.7,-3.4,-3.2
Cc1cc(=O)oc(C)c1C(=O)n1nc(C)c2c1C[C@@H]1[C@H]2C1(C)C,1.4,-5.4,-7.6

# Next structures
molecule,Cneo AK release,PglD DTNB,RAD54 branch
O=C(Nc1cccc(F)c1)C1CCN(C(=O)c2ccc(Cl)cc2)CC1,-0.1,4.6,1.1
CCCCNC(=O)C(C)N(CCN(C)C)C(=O)CCCN1C(=O)NC(c2ccc([N+](=O)[O-])cc2)C(C(=O)OCc2ccccc2)=C1C (stereo not drawn),-3.6,1.1,-23.9
Cc1cc(C(F)F)n2nc(C(=O)Nc3cccnc3Cl)nc2n1,0.2,-4.0,-2.5
O=C(c1ccc(-c2ccccc2)cc1)N1CCN(Cc2ccccn2)CC1,1.9,-1.2,11.6
CCc1cc(=O)oc2cc(OCC=C(C)C)ccc12,-4.5,-4.1,7.3
CC1CCCCN1C(=O)c1ccc(S(=O)(=O)N2CCCCC2C)cc1 (stereo not drawn),-0.2,3.2,6.6
CC1CN(C(=O)N(C)C)CCN1C(=O)N(C)C (stereo not drawn),1.2,-0.2,-6.3
O=C(CN(c1ccccc1)S(=O)(=O)c1ccccc1)N1CCN(Cc2ccc3c(c2)OCO3)CC1,-5.2,3.5,3.4
COC(=O)c1ccc(NC(=O)CSc2nnc(CNc3ccc(OC)cc3)n2C)cc1,3.7,5.5,-1.4
COc1ccccc1Oc1c(C)oc2c(CN3CCN(CCO)CC3)c(O)ccc2c1=O,-0.8,0.5,-4.3
Cc1cc(C)n2nc(C(=O)NCc3ccccc3)nc2n1,-2.7,1.4,-2.3
CC(C)CC1Nc2ccc(C(=O)NCc3ccc4c(c3)OCO4)cc2NC1=O (stereo not drawn),-8.8,7.1,5.6
COc1ccc2c(c1)OC[C@H]1[C@H]2N2C(=O)c3cc(Cl)ccc3NC(=O)[C@@]2(C)[C@H]1c1ccccc1,-34.8,-4.1,-4.2
CCc1c(C2(O)CCCCC2)[nH]c2cc(C(F)(F)F)ccc12,-8.1,-0.2,-4.3
CCCS(=O)(=O)N1CCCC(C(=O)N2CCC(Cc3ccccc3)CC2)C1 (stereo not drawn),0.2,0.7,4.1
COc1ccccc1C(=O)N1CCN(C(=O)COc2cccc(C)c2)CC1,-1.3,-3.9,6.7
Cn1c(=O)c2c(nc(Br)n2CCSc2ncccn2)n(C)c1=O,1.0,-4.6,2.2
Cc1ccc(NC(=O)COC(=O)C2=COCCO2)cc1,0.2,-3.4,2.2
O=C(c1ccc(F)cc1)[C@@H]1[C@@H](C(=O)c2ccccc2)[C@@]2(C(=O)Nc3ccccc32)[C@H]2c3ccccc3C=CN12,-0.1,3.3,1.1
Cc1ccc(CN2CCSc3ccc(C(=O)N4CCOCC4)cc32)cc1,0.3,2.8,1.2

# Reprinted at random: three compounds from above, in no set order.
molecule,Cneo AK release,PglD DTNB,RAD54 branch
O=C(Nc1nc(-c2ccccc2)cs1)C1c2ccccc2Oc2ccccc21,-4.4,3.8,-6.3
CC1CN(C(=O)N(C)C)CCN1C(=O)N(C)C (stereo not drawn),1.2,-0.2,-6.3
O=C(O/N=C1/CCSc2ccccc21)c1ccccc1,-6.4,-4.5,4.4

# (next part)
molecule,Cneo AK release,PglD DTNB,RAD54 branch
CCOC(=O)CCc1cccc2c1CCC2=O,-0.2,-1.5,-5.1
CCOC(=O)CSc1nc2ccc(N)cc2s1,3.1,1.6,-10.1
CCOc1ccc(Nc2nc3cc(S(=O)(=O)N(CC)CC)ccc3o2)cc1,2.1,-1.7,5.9
Cc1c(C)c2c(C)[nH]nc2oc1=O,6.3,-5.1,4.1
CN(C)C(=O)c1cn(N(C)c2ncc(C(F)(F)F)cc2Cl)c(=O)c2ccccc12,-2.2,0.7,-14.2
CCOc1ccc(OCCn2c(S(=O)(=O)O)nc3c(N)ncnc32)cc1,-1.3,-4.3,-10.8
S=C(NCc1ccccn1)Nc1cccc(Cl)c1,11.1,-3.4,2.8
CC(C)(C)C(=O)Cn1c(NCCO)nc2ccccc21,-4.2,5.8,4.7
COc1ccc(-c2nn(C)c(=O)c3ccccc23)cc1CNS(C)(=O)=O,1.8,1.9,5.4
CC1(C)OC(=O)C(=C2CCCN2)C(=O)O1,0.7,2.7,6.3
O=c1c2ccccc2oc2ccc(-c3ccc4cc[nH]c4c3)cc12,-3.0,2.3,11.7
O=C(CSCCc1ccccn1)Nc1ccccn1,-4.0,6.4,5.0
CCCNc1nc2c(c(=O)n(C)c(=O)n2C)n1CCC(C)C,-4.6,-5.8,-2.6
CCCn1c(=O)c(C(=O)NCc2ccncc2)c(O)c2ccccc21,-0.1,-2.6,0.3
CN1CCN(C(=O)CN(c2cccc(Cl)c2)S(=O)(=O)c2ccccc2)CC1,0.7,-3.1,-0.6
CC(NC(=O)Nc1nccs1)(C(F)(F)F)C(F)(F)F,0.0,-2.9,-0.9
CCOC(=O)N1CCN(C(=O)CCCN2C(=O)CSc3nc(C)cc(C)c32)CC1,0.7,-3.0,8.5
CCc1ccccc1NC(=O)c1ccc(CN2CCC(Cc3ccccc3)CC2)cc1,12.7,1.7,-3.6
CCC(C)Sc1nc2ccccc2c(=O)[nH]1 (stereo not drawn),12.4,-4.0,2.2
CCCCN1C(=O)/C(=c2\sc3nc(=O)c(-c4ccccc4)nn3c2=O)c2ccccc21,6.2,-73.2,-3.7

# Further results.
molecule,Cneo AK release,PglD DTNB,RAD54 branch
Cn1c(SCc2nc3ccccc3[nH]2)nnc1-c1ccccn1,-4.7,0.3,7.7
CCOC(=O)CSC1=C(C#N)C(=O)NC(c2ccc(OC)c(OC)c2)S1 (stereo not drawn),5.7,-4.2,-11.0
CCN(CC)S(=O)(=O)c1cccc(C(=O)N2CCCCC2)c1,-0.8,4.6,-4.7
O=C(OC1CCOC1=O)c1ccccc1C(=O)c1ccc(Cl)c([N+](=O)[O-])c1 (stereo not drawn),-0.3,-4.7,1.9
O=C(NC12CC3CC(CC(C3)C1)C2)C1=COCCO1,2.6,4.2,6.5
Cc1ccc(C2CC(C(F)(F)F)n3ncc(C(N)=O)c3N2)cc1 (stereo not drawn),0.3,-3.8,-1.4
Cc1cccc(C)c1-n1c(C)cc(/C=N/NC(N)=S)c1C,29.8,-5.0,1.4
Cc1ccc(OCC(=O)N2CCCc3ccccc32)cc1,-1.1,4.8,-6.4
COc1ccc(C2C(C(=O)c3ccc(C)o3)=C(O)C(=O)N2c2cc(C)on2)cc1OC (stereo not drawn),-2.3,5.0,2.1
Cc1nn(CCO)c(C)c1Oc1ccccc1O,16.1,-1.0,2.0
C1CCCC(NC2=NCCO2)CCC1,0.8,-0.6,-0.6
O=C(CCCC(=O)N(CC(=O)NC1CCCCC1)CC1CCCO1)Nc1ccccn1 (stereo not drawn),-1.7,-5.1,-1.1
COc1ccc(CC(=O)Nc2oc(-c3ccccc3)c(-c3ccccc3)c2C#N)cc1OC,0.0,-2.1,2.9
Cc1nn(Cc2ccc(Cl)cc2Cl)c(C)c1NC(=O)c1nc2n(n1)C(C(F)F)CC(C)N2 (stereo not drawn),3.7,3.7,9.9
Cc1ccc(-c2nc(N)n(S(C)(=O)=O)n2)cc1,2.5,6.6,3.0
CCN(Cc1ccccc1)C(c1ccc(C(F)(F)F)cc1)c1nnnn1C(C)(C)C (stereo not drawn),2.2,-3.5,-11.7
O=C(OCc1c(Cl)cccc1Cl)c1ccccn1,2.0,-0.9,3.7
CC[C@@H](C)[C@H](NC(=O)C1CCN(C(=O)[C@@H](NS(=O)(=O)c2ccc(C)cc2)C(C)C)CC1)C(=O)O,-1.0,1.5,1.0
CC(C)n1ncc2c(C(=O)NCC(=O)Nc3ccccc3Br)cc(C3CC3)nc21,1.0,3.9,-2.3
CC(=O)Nc1ccc(C(=O)OCC(=O)Nc2ccc([N+](=O)[O-])cc2C(F)(F)F)cc1,0.1,0.2,-1.1

# The list goes on.
molecule,Cneo AK release,PglD DTNB,RAD54 branch
CCOc1ccc(-c2[nH]ncc2Oc2cccc(OC)c2)c(O)c1,-2.1,4.5,3.2
C=CCOc1c(Br)cc(CNc2ccc(NC(=O)CCC)cc2)cc1OCC,-3.2,0.5,-6.0
O=C(NCCn1cc(SCc2ccc(F)cc2)c2ccccc21)c1ccccc1F,4.0,-2.5,3.7
COC(=O)CCP(=O)(O)Cc1ccccc1CP(=O)(O)CCC(=O)OC,2.3,-1.6,-5.3
CC(C)(C)n1ncc2c(=O)n(CC(=O)N3CCN(c4ccccc4)CC3)cnc21,-4.3,-2.1,-10.6

# Screening results (PubChem)
